From PubChem
GPR151 ag = activators of human GPR151, primary screen, cell-based, PathHunter beta-arrestin, luminescence; G-protein coupled receptor 151 (Homo sapiens), Q8TDV0; PathHunter beta-arrestin GPR151 cells; activation, % at 11.2 µM; 1% of 650,000 active; AID 1508602, 2020; in the data active means activation above about 4.9%;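 further: 0% = median of compound wells and 100% = cells with positive control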
Target sequence (Q8TDV0 whole entry, looked up): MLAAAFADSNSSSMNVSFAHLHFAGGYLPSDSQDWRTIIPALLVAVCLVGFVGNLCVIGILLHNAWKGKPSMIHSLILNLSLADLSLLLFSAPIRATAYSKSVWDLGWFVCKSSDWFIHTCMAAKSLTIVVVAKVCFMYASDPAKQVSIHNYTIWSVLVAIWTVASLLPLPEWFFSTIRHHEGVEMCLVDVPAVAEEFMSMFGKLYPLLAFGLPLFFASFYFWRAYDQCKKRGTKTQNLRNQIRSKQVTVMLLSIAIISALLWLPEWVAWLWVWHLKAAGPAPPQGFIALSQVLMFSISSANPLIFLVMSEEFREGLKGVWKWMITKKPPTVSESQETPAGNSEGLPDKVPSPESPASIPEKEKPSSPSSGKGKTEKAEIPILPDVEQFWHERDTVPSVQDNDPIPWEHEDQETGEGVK
MITF primary = MITF inhibitors, primary screen, biochemical, AlphaScreen, human; Microphthalmia-associated transcription factor (Homo sapiens), O75030; AlphaScreen MITF homodimerization, bead proximity signal; inhibition, % at 2.6 µM; 0.91% of 650,000 active; in the data active means inhibition above about 50%;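 further: 0% = vehicle wells with protein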
TEAD-YAP inh = TEAD-YAP interaction inhibition, primary screen, TEAD-YAP interaction inhibitor project, luminescence, HEK-TIYL cells. inhibition, % at 9.12 µM. TEAD-Gal4/YAP UAS-luciferase luminescence. 1.4% of 640,000 active; in the data active means inhibition above about 32%;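 further: 0% = median of test compound wells and 100% = reference inhibitor wells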
FBW7 activator = FBW7 E3 ligase activators, primary screen, biochemical, AlphaScreen, human. normalized activity (activation), % at 26.1 µM. AlphaScreen FBW7–phospho-cyclin E peptide binding, activator screen. 0.13% of 650,000 active; in the data active means normalized activity above about 1.9%;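 further: purified mutant Fbw7 with reduced substrate affinity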
Target sequence (Q969H0 whole entry, looked up): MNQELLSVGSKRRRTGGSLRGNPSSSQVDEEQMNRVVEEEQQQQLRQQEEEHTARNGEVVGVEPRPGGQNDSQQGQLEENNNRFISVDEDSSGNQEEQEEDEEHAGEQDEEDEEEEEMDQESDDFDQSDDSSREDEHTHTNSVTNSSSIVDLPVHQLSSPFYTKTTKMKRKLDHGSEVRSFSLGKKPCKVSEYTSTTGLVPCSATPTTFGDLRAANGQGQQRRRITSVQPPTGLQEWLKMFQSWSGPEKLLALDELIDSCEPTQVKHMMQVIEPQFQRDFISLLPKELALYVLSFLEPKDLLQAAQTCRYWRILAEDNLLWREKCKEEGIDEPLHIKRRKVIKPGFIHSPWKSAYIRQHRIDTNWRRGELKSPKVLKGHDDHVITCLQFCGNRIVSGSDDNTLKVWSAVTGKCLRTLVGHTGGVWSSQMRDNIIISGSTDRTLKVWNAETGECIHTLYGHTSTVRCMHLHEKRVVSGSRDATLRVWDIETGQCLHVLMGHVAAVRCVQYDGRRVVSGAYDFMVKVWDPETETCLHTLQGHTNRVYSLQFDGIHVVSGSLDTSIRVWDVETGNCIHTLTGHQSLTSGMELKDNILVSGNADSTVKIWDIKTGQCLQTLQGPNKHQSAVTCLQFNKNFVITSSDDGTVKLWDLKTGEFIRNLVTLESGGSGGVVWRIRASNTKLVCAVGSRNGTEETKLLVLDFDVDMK
* = called active by the depositor; · = not tested or not shown.

SMILES	GPR151 ag	MITF primary	TEAD-YAP inh	FBW7 activator
CC(C)c1ccc(NC(=O)C2C3C=CC4(O3)C2C(=O)N(C2CC2)C4C(=O)NC2CCCCC2)cc1 (stereo not drawn)	1.1	-8	-2	-0.2
COc1ccc(OC)c(CNC(=O)C2CCCN(C(=O)N(C)C)C2)c1 (stereo not drawn)	1.1	2	6	0.0
CCn1cc(SCC(=O)Nc2cc(C)on2)c2ccccc21	-2.0	-1	-14	0.0
CC(C)OC(=O)C(C(=O)C(F)(F)F)c1cc(NS(=O)(=O)c2ccc(F)cc2)ccc1O (stereo not drawn)	0.7	-16	-5	0.4
CCc1c(C)sc2ncn3c(=O)n(CC(=O)NC4CCCCC4)nc3c12	0.2	-3	3	0.0
O=C(Nc1ccc(F)c([N+](=O)[O-])c1)NC1(C(F)(F)F)Oc2ccccc2O1	-0.9	-2	-13	0.1
CCN(CC)S(=O)(=O)c1ccc(N=NC2=C(O)CCCC2=O)cc1	-1.0	6	-2	0.6
CCOc1cc(C2C(C(=O)OC)=CN(Cc3ccc(F)cc3)C=C2C(=O)OC)cc([N+](=O)[O-])c1O	1.5	5	0	-0.4
Cc1ccc(-c2nnc(-c3cccc(S(=O)(=O)N4CCOCC4)c3)o2)cc1	0.5	4	4	-0.1
CCC(O)c1cc2c(cc1NC(=O)c1ccccc1F)OCCO2 (stereo not drawn)	0.2	1	5	0.1
Cc1cc(C)c(S(=O)(=O)N2CCN(c3ccc(-c4cccnc4)nn3)CC2)c(C)c1	-0.7	-6	-9	0.2
O=C1NCCN(Cc2ccccc2C(F)(F)F)C1CC(=O)N1CCCCCC1 (stereo not drawn)	-1.3	11	5	0.1

Grouped by structure: those above containing a nitro group on carbon
SMILES	GPR151 ag	MITF primary	TEAD-YAP inh	FBW7 activator
O=C(Nc1ccc(F)c([N+](=O)[O-])c1)NC1(C(F)(F)F)Oc2ccccc2O1	-0.9	-2	-13	0.1
CCOc1cc(C2C(C(=O)OC)=CN(Cc3ccc(F)cc3)C=C2C(=O)OC)cc([N+](=O)[O-])c1O	1.5	5	0	-0.4

Continued:
SMILES	GPR151 ag	MITF primary	TEAD-YAP inh	FBW7 activator
COc1ccc(C(=O)Nc2cccc(-c3nc4ncccc4o3)c2C)cc1Cl	-0.7	-12	-4	0.0
CCOc1cc(/C=N/N=C2\NC(=O)C(CC(=O)Nc3ccc(C)cc3)S2)ccc1OC (stereo not drawn)	-1.0	4	13	-0.1
COc1cc(OC)cc(-n2nc(C(=O)N3CCC(C)CC3)c3ccccc3c2=O)c1	3.1	0	2	0.2
CCNCCCNCCCNCCCNCC	-1.0	-16	·	0.0
N#Cc1ccc(/C=N/NC(=O)CNc2ccc3c(c2)OCO3)cc1	3.2	-12	9	0.1
COc1ccccc1/C=C/CN1CCNC(=O)C1CC(=O)NCc1cnn(C)c1 (stereo not drawn)	-0.5	-5	1	-0.1
NC(=O)CSc1nc2c(sc3ccccc32)c(=O)n1CCO	-0.4	-10	-5	-0.3
COc1ncc(-c2cnc3[nH]c(=O)n(C4CCCC4)c3n2)cn1	-0.7	20	2	-0.2
Cc1sc(NC(=O)c2ccccc2Cl)c(C(=O)O)c1C	2.4	0	3	-0.1
Cc1ccc(OCCSc2n[nH]c(N)n2)cc1	1.6	-5	-1	0.1
CC(C)Cc1nnc(NC(=O)c2ccc(Cl)c([N+](=O)[O-])c2)s1	2.1	-2	3	0.0
Cc1ccccc1C(=O)OCCN(C)C	-1.0	-1	-3	-0.1
CCOc1cc(N2CCN(S(=O)(=O)c3ccc(OC)c(OC)c3)CC2)nc(C)n1	-0.1	-4	3	-0.2
Cc1ccc(OCC(=O)NC2CCCC2)c(C)c1	-0.2	1	-20	-0.1
O=C1C(=O)N(c2nccs2)C(c2ccccc2)/C1=C(\O)c1ccc(Br)cc1 (stereo not drawn)	-0.3	-9	2	-0.3
O=C1CC(c2ccccc2)CC2=C1C(c1ccc(Cl)s1)Nc1ccccc1N2 (stereo not drawn)	0.2	-2	11	-0.1
NS(=O)(=O)c1ccc(CCNc2ccc(C(F)(F)F)cc2[N+](=O)[O-])cc1	-1.0	0	-2	-0.1
Cc1cccn2c(CN(C)CCN3CCOCC3)c(C(=O)N(C)CCc3ccccc3)nc12	-1.5	9	3	0.1
O=C(CSC1=NCCS1)Nc1ccc(Br)cc1	-0.9	-13	-4	-0.1
CCCOC(=O)c1cccc(NC(=O)COc2ccccc2Br)c1	-0.3	7	50*	0.2
N#C/C(=C\c1cn(Cc2ccccc2F)c2ccccc12)c1nc2ccccc2[nH]1	-0.5	6	1	-0.1
Cn1c(=O)c(Br)c(N)n(Cc2ccccc2)c1=O	1.6	10	-3	0.0
O=c1c2ccccc2ncn1CCCCOc1ccccc1F	1.6	52*	6	-0.2
CC(=O)NCCN1C(=S)N(c2ccccc2)C(=O)C1CC(=O)Nc1ccc(F)cc1 (stereo not drawn)	1.5	-1	-1	-0.1

In a second layout: entries from further up
O=C(CSC1=NCCS1)Nc1ccc(Br)cc1
  GPR151 ag: -0.9
  MITF primary: -13
  TEAD-YAP inh: -4
  FBW7 activator: -0.1

CCCOC(=O)c1cccc(NC(=O)COc2ccccc2Br)c1
  GPR151 ag: -0.3
  MITF primary: 7
  TEAD-YAP inh: 50*
  FBW7 activator: 0.2

N#C/C(=C\c1cn(Cc2ccccc2F)c2ccccc12)c1nc2ccccc2[nH]1
  GPR151 ag: -0.5
  MITF primary: 6
  TEAD-YAP inh: 1
  FBW7 activator: -0.1

Cn1c(=O)c(Br)c(N)n(Cc2ccccc2)c1=O
  GPR151 ag: 1.6
  MITF primary: 10
  TEAD-YAP inh: -3
  FBW7 activator: 0.0

Continuation.
SMILES	GPR151 ag	MITF primary	TEAD-YAP inh	FBW7 activator
O=C(Nc1ccc(C(=O)N2CCOCC2)cc1)C1CCCCC1	-0.3	-4	-2	-1.6
COc1ccc2nc(N3CCC(NCc4ccc(C)c(F)c4)CC3)nc(C)c2c1	-0.8	-29	10	0.2
CCOc1ccc(/C=c2/sc3nc(-c4cccnc4)nn3c2=O)cc1OC	-2.1	0	1	-0.1
CC(=O)Nc1ccc(NC(=O)c2ccc(Cl)cc2[N+](=O)[O-])cc1	-0.9	-2	-11	0.0
O=C(CCCn1sc2ccccc2c1=O)N1CCN(C2CCCCC2)CC1	0.8	6	4	-0.3
CCCCCOc1ccc(NC(=O)C(=O)NCC(C)O)cc1 (stereo not drawn)	0.2	-6	5	-0.1
CCCc1cc(-c2nc(-c3ccc(Cl)c(Cl)c3)cs2)ccn1	-0.5	-13	-8	-0.1
Cc1cc(C)c2oc(-c3cccc(NC(=O)c4cc(I)ccc4Cl)c3)nc2c1	-1.0	-1	2	0.0
Cc1noc(C)c1S(=O)(=O)N1CCC(CO)(CC2CCCCO2)CC1 (stereo not drawn)	-0.1	-7	8	0.1
CCn1c(C)nc2c1C(=O)c1ccccc1C2=O	0.9	0	6	0.1
COc1cc2nc(NCCCN3CCCC3=O)nc(Nc3cc(OC)c(OC)c(OC)c3)c2cc1OC	0.4	14	2	-0.1
COc1ccc(/C=N/NC(=O)c2ccccc2)cc1Cl	-1.1	-6	-60	0.0
CCOc1ccc(C(=O)Nc2ccc(N3CCN(C(=O)c4ccco4)CC3)cc2)cc1	0.8	4	-6	-0.1
CCOC(=O)C(=NCC1CCCO1)NNc1cc(Cl)ccc1Cl (stereo not drawn)	-0.5	-7	0	0.1
CC(c1ccc(F)cc1)n1cc(C(=O)NCCCn2ccnc2)nn1 (stereo not drawn)	0.6	2	8	-0.1
CCOc1ccccc1NC(=O)c1c(NCc2ccccn2)sc2c1CCCC2	1.1	20	-4	0.3
Cc1cc(C)n(CCNC(=O)CCCn2cnc(-c3ccc(F)cc3)cc2=O)n1	0.1	3	-12	-0.1
O=C(c1ccccc1)c1ccc(Oc2ccc(C(=O)c3ccccc3)cc2)cc1	0.0	-2	11	0.0
Cc1cc(NC(=O)c2cc(-c3ccccn3)nc3ccccc23)no1	1.5	0	14	0.0
CCCC(=O)N1CCN(c2ccc(F)cc2)CC1	1.6	-8	-3	-0.1
O=C(Nc1ccc(Cl)cc1C(F)(F)F)c1cc2nc(-c3ccc(Cl)cc3)cc(C(F)(F)F)n2n1	0.5	19	12	0.5
COC(=O)c1c(OCCN2CCCCC2)cc(=O)n2c1CCN(Cc1ccncc1)CC2	2.2	14	9	-0.1
COc1ccc(CN2CCN(Cc3cccc(C)c3)CC2)c(OC)c1OC	1.0	33	2	-0.1
O=[N+]([O-])c1ccc2c(c1)C=C1CCCCC1(N1CCOCC1)O2 (stereo not drawn)	-0.4	3	-2	0.0

Laid out differently: 2 of the compounds above
SMILES | GPR151 ag | MITF primary | TEAD-YAP inh | FBW7 activator
COc1ccc(CN2CCN(Cc3cccc(C)c3)CC2)c(OC)c1OC | 1.0 | 33 | 2 | -0.1
O=[N+]([O-])c1ccc2c(c1)C=C1CCCCC1(N1CCOCC1)O2 (stereo not drawn) | -0.4 | 3 | -2 | 0.0

Carrying on.
SMILES	GPR151 ag	MITF primary	TEAD-YAP inh	FBW7 activator
COc1ccc(S(=O)(=O)N(C)CC(=O)NCc2ccccn2)cc1C	2.7	9	-16	-0.2
CCCCCCCC(=O)OC(CC(=O)O)C[N+](C)(C)C (stereo not drawn)	1.7	8	·	0.0
Cc1cccc(-n2cc(-c3ccccc3)c3c(Nc4ccc(Oc5ccc(Cl)cc5)cc4)ncnc32)c1	0.2	9	-8	0.0
CCN(CC)P(=O)(c1nc2ccccc2n1CC)N(CC)CC	5.6*	1	3	0.0
COC(=O)c1c(NC(=O)COc2ccc(C)cc2C)sc2c1C(C(=O)OC)CC2 (stereo not drawn)	1.8	5	0	-0.1
Cc1c(Cc2ccc3c(c2)OCO3)sc(NC(=O)c2ccco2)c1C(N)=O	-1.4	13	7	0.3
COC(=O)c1c(NC(=O)c2ccccc2[N+](=O)[O-])sc2c1CCCC2	-1.8	9	-7	-0.1
CCCn1cc(CN2CCN(Cc3ccc(F)c(F)c3)C(CCO)C2)c(C)n1 (stereo not drawn)	2.3	13	13	0.1
CCn1c(=O)c2c(nc3n(-c4cccc(OC)c4)c(C)cn23)n(C)c1=O	0.2	5	-1	-0.1
COc1ccccc1N1CCN(C(=O)c2cccc(Br)c2)CC1	-0.5	19	36*	0.0
CCN1c2ncccc2C(=O)NC12CCN(C(=O)OC(C)(C)C)CC2	-0.3	-5	8	0.1
COc1cccc(NC(=O)CSc2nc3ccccc3c(=O)n2CCCC(=O)NCc2ccccc2)c1	0.2	9	14	0.1
CC(C)(C)NC(=O)c1sc2ccccc2c1Cl	-0.1	5	-26	0.3
CC(C)CC1=NN2C(=N)/C(=C/c3ccc(Br)cc3)C(=O)N=C2S1	0.5	-14	-4	0.0
Cc1ccc(N2C(=O)c3ccc(N)cc3C2=O)cc1C	-0.9	17	-25	0.1
CCNc1cc(C(=O)NCc2cccnc2)ccn1	0.4	12	11	0.2
COc1ccc(-c2cccc3ccc(N4CCN(Cc5cccnc5)CC4)nc23)c(OC)c1	-0.2	-2	10	-0.1
CC1C(=O)NCCN1C(=O)c1ccc(Cc2ccccc2)cc1 (stereo not drawn)	0.7	16	0	0.2
O=C(NCc1ccccc1Cl)c1ccc2c(=O)n(C3CCCCC3)c(SCc3ccccn3)nc2c1	-0.9	-2	-9	0.2
Cc1ccc2cc3c(nc2c1C)OC(C)C(=O)N(Cc1ccco1)C3 (stereo not drawn)	0.9	4	56*	0.0
Cc1cc(C)cc(NC(=O)c2c(C(=O)Nc3ccccc3)sc3nc(C)cc(=O)n23)c1	0.6	8	1	0.0
CCOC(=O)c1c(NC(=O)c2csc3c2CCCC3)sc2c1CCCC2	-2.4	16	-4	0.6
Cn1ncc2c(NCc3ccccc3Cl)ncnc21	-1.2	-1	-5	0.1
FC(F)(F)c1cc(NCCc2ccccc2)n2ncnc2n1	-0.1	1	0	-0.1
CN(N=Nc1cccc([N+](=O)[O-])c1)c1ccccc1	-0.5	-5	-35	-0.1
O=C(O)CSC1CC(=O)N(c2cc(Cl)c(Cl)cc2Cl)C1=O (stereo not drawn)	-1.2	-12	4	0.0
Cc1cccc(N=C2NC(=O)CS2)c1C	-1.4	27	0	0.3
O=C(NCc1ccco1)c1cc(-c2ccncc2)nc2ccccc12	-0.2	-4	5	-0.1
CC(C)OC(=O)c1ccccc1-c1ccccc1C(=O)O	1.9	20	3	0.5
COc1ccc2nc(NC(=O)/C=C/c3ccc([N+](=O)[O-])cc3)sc2c1	0.2	9	9	0.1
CCOC(=O)C1CCCN(c2c(N3CCN(c4cccc(OC)c4)CC3)c(=O)c2=O)C1 (stereo not drawn)	-0.7	-7	9	0.0
CC(=O)c1ccc(OC(=O)COc2ccc(Cl)cc2C)cc1	0.7	2	-4	0.0
CC(C)(C)c1cc(C(=O)N/N=C/c2ccc(O)c([N+](=O)[O-])c2)n[nH]1	-1.4	11	-11	0.0
COc1cccc(C(=O)NC(CC(=O)O)c2ccc(C(C)C)cc2)c1 (stereo not drawn)	-0.5	-3	-1	0.1
CC(=O)N/N=C(\C)CC(=O)N(C)c1ccccc1	-1.0	-9	-4	0.0
COc1ccc(N(CC(=O)Nc2cccc([N+](=O)[O-])c2)S(C)(=O)=O)c(OC)c1	-0.7	0	5	0.0
CC1CCCC(NC(=O)CCNc2c(N3CCCC3)c(=O)c2=O)C1C (stereo not drawn)	1.0	5	4	0.2
CC(=O)c1cccc(NC(=O)C(=O)NC(C)C)c1	0.3	8	-13	0.2
COc1ccc(OCC(=O)Nc2nn3c(-c4cccc(C)c4)nnc3s2)cc1	-1.5	4	-5	0.0

Single entries from above:
O=C(NCc1ccco1)c1cc(-c2ccncc2)nc2ccccc12 in TEAD-YAP inh: 5
CC(C)(C)c1cc(C(=O)N/N=C/c2ccc(O)c([N+](=O)[O-])c2)n[nH]1 in FBW7 activator: 0.0
